High-throughput results deposited in PubChem BioAssay by Broad Institute.
GSIS activator: GLuc luminescence reporter in INS-1E cells, primary screen for activators of glucose-dependent secretion of insulin. INS-1E GLuc reporter insulin secretion, 2-3 h. activation, % at 16.6 µM. actives 0.61% (n = 370,000). AID 743287;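 active means lowest replicate activation of at least 40%, so every replicate reaches that level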;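 further: 0% = median of neutral control wells and 100% = median of IBMX positive control wells; some compounds called inactive have numbers as strong as hits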
DENV2 CPE: inhibitors of DENV2 cytopathic effect; DENV2-infected cells, cytopathic effect rescue, plate reader; CPE inhibition, % at 9.99 µM; actives 1.7% (n = 350,000); in the data active means CPE inhibition above about 20%, passing the limit was not always enough; inconclusive means no clear call, values can overlap the other calls; tested in BHK-21 cells;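 further: 0% = median of neutral control wells and 100% = median of positive control wells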
F508del corr: CFTR F508del correction in bronchial cells; CFBE cells, YFP halide quenching; stimulated with forskolin plus potentiator P3; % fluorescence drop versus neutral controls; activity (quench increase), % at 7.58 µM; actives 0.36% (n = 350,000); AID 720511;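 active means mean added fluorescence quench of at least 8% versus neutral control, with both replicates also reaching 8%; inconclusive means only one of the mean or replicate conditions met; inactive means mean below 8% and not both replicates reaching 8%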;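 further: cells transiently co-express mutant CFTR-F508del with the halide-sensitive YFP; corrector assay measuring rescue of mutant channel to the surface after 24 h compound exposure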
PAX8 reporter: inhibitors of PAX8 transcriptional activity in RMG-I cells. RMG-I TPO-luciferase reporter, SteadyGlo, 24 h. inhibition, % at 12.6 µM. actives 1.2% (n = 360,000). AID 652154;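 active means mean replicate inhibition at least 60% with every replicate also reaching 60%; inconclusive means only one of the two criteria is met; inactive means mean below 60% and not all replicates reaching 60%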;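 further: luciferase light reporting Pax8 driven TPO promoter activity; plate controls were median of neutral control wells for no effect and mitoxantrone controls for full effect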
FN deposition inh: fibronectin deposition inhibition; AID 743247; inhibition, % at 12.6 µM; AH1F fibroblasts, Alexa488-fibronectin deposition fluorescence, overnight; actives 0.086% (n = 350,000);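 active means mean inhibition across replicates of 30% or more, regardless of how many single replicates reach that level; inconclusive means mean under 30% yet at least half of replicates reach 30%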;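 further: positive control wells lacked labelled fibronectin entirely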
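Assay system: AH1F fibroblasts / Quantity: 10000 cells per well / Medium: DMEM plus 2% serum, read in PBS / Reagent: labelled fibronectin 24 nM / Dosing: single dose, pinned / Times: 1 h cell attachment, overnight exposure to compound and label / Signal: fluorescence, ex 485 nm, em 525 nm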
EWS-Fli block: EWS/Fli transcriptional activity inhibition; inhibition, % at 12.6 µM; actives 0.67% (n = 350,000); A673 NR0B1-luciferase reporter, viability-normalised;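 active means mean inhibition of at least 50% after viability correction, with every replicate also passing that limit; inconclusive means mean reaches 50% but only one of two replicates passes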;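 further: firefly luciferase signal divided by Alamar Blue viability fluorescence both relative to DMSO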
miR122 inh: inhibitors of miR-122 in Huh7 cells | activation (reporter increase), % at 12.5 µM | AID 602342 | actives 0.3% (n = 340,000) | Huh7 miR-122 Renilla luciferase sensor, 48 h; neutral wells = 0, positive control = 100;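 active means mean replicate activation score at least 90 and every replicate individually at or above 90; inconclusive means only one of the two criteria met; inactive means neither criterion met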;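 further: higher luciferase means less miR-122 activity so hits act as miR-122 inhibitors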
* = called active by the depositor; ? = inconclusive; . = no result given; & = joins results of further samples; [ ] = another dose, or the depositor's remark.

#	compound	GSIS activator	DENV2 CPE	F508del corr	PAX8 reporter	FN deposition inh	EWS-Fli block	miR122 inh
1	COc1ccc(S(=O)(=O)Nc2ccc3c(c2)C(=O)N([C@H](C)CO)C[C@@H](C)[C@@H](CN(C)S(=O)(=O)c2ccc(OC)cc2)OCCCC[C@H](C)O3)cc1	11	0	1.5	11	-6	-5	-2[16.7 µM]
2	CN(C(=O)c1ccc(NC(=O)Cc2ccc(NC(=O)C3CCN(C(=O)CCc4ccccc4)CC3)cc2)cc1)C1CCCC1	-46	-8	-0.5	26	2	8	.
3	CC1(C)COC(c2coc3ccccc3c2=O)OC1	7	.	.	-71	8	.	.
4	CCOC(=O)C1(C)CCN1C(=O)c1ccccc1OC (configuration not stated)	17	14	0.9	12	2	3	-3
5	CN(C)Cc1cn(CC[C@@H]2CC[C@H](NS(=O)(=O)c3ccccc3)[C@H](CO)O2)nn1	2	7	-1.3	.	.	-1	.
6	CCN(CCO)C(=O)CC1C(=O)NCCN1Cc1c(F)cccc1Cl (configuration not stated)	-2	5	0.1	-19	1	2	5
7	C[C@H]1CN([C@@H](C)CO)C(=O)c2cccc(NC(=O)Nc3cccc4ccccc34)c2O[C@H]1CN(C)C(=O)Nc1ccccc1	-5	-7	-2.6	.	.	4	-7[16.7 µM]
8	CCC(=O)Nc1ccc2c(c1)C(=O)N(C)[C@@H]1CC[C@H](CC(=O)NCCN3CCCCC3)O[C@@H]1CO2	6	1	3.0	9	-7	0	-1[16.7 µM]
9	CC(=O)N1CCN(CC(=O)Nc2sccc2C#N)CC1	-7	0	3.6	-13	.	6	.
10	COc1ccc(S(=O)(=O)Nc2ccc3c(c2)C(=O)N([C@H](C)CO)C[C@@H](C)[C@H](CN(C)C(=O)CCC(F)(F)F)OCCCC[C@@H](C)O3)cc1	-14	1	0.2	29	.	4	-2[16.7 µM]
11	COC(=O)c1cc(=O)nc(NN=C2c3ccccc3-c3ccccc32)s1	.	-9	-1.3	-12	-5	-5	-2
12	Cc1cccc(C(=O)Nc2nnc(-c3ccco3)o2)c1	10	-11	.	-33	2	-7	.
13	COC(=O)c1ccc(S(=O)(=O)NCc2ccccn2)n1C	4	3	2.4	23	-2	0	.
14	O=C(C[C@H]1C[C@@H]2c3cc(NC(=O)NC4CCCCC4)ccc3O[C@@H]2[C@@H](CO)O1)NCc1cccnc1	6	-8	-3.2	1	.	-2	1[16.7 µM]
15	CC(C)(C)[C@H]1C=C(C(=O)NC2CC2)O[C@@H](OCCCCO)C1	14	-5	1.4	19	10	-2	1
16	COc1ccc(NC(=O)C[C@H]2CC[C@H]3[C@@H](COc4ccc(NC(C)=O)cc4C(=O)N3C)O2)cc1	-2	13	1.5	-6	-21	-2	0[16.7 µM]
17	O=C(Cc1c(F)cccc1Cl)Nc1ccc(S(=O)(=O)N2CCOCC2)cc1	-7	2	-0.9	7	-7	.	-10
18	COc1ccc(S(=O)(=O)Nc2ccccc2C(=O)N2CCCCC2)cc1C	-5	-1	-0.4	22	4	0	.
19	C/C=C/c1cnc2c(c1)C(=O)N([C@H](C)CO)C[C@H](C)[C@@H](CN(C)C(=O)c1ccc3c(c1)OCO3)O2	2	2	-2.7	.	6	-3	17[16.7 µM]
20	Cc1ccc(NC(=O)CCNS(=O)(=O)c2ccc(OC(F)(F)F)cc2)c(O)c1	9	-4	-7.1	16	-2	.	.
21	Cc1ccc(N/C=C(\C#N)c2ccc(OCCCF)cc2)cc1	.	.	.	-23	-10	.	7
22	O=C(OCc1ccccc1)N1CCC2CC1c1cc(N3CCN(S(=O)(=O)c4cccc5ccccc45)CC3)ccc12 (configuration not stated)	28	-9	-2.9	-10	0	-30	1
23	COc1ccccc1Nc1c2c(nc3ccccc13)CCC2	11	1	9.8*	42	7	62*	78
24	Cc1c(OC(C)C(=O)NCC(O)c2ccccc2)ccc2c3c(c(=O)oc12)CCC3 (configuration not stated)	-3	-7	-1.5	14	-6	-2	10
25	CSCC[C@H](NC(=O)COc1cc2c(c3oc(=O)c(C)c(C)c13)CCC(C)(C)O2)C(=O)O	2	-4	-3.7	11	7	5	-9
26	CCCC(=O)N(Cc1cc2ccccc2[nH]c1=O)c1ccccc1OC	.	-5	-1.9	.	.	-1	.
27	CN(C(=O)CSc1nnc(-c2ccc(F)cc2)c2ccccc12)C1CCS(=O)(=O)C1 (configuration not stated)	47	.	-2.5	21	-1	0	-7
28	C[C@@H](O)C#Cc1cnc2c(c1)C(=O)N([C@@H](C)CO)C[C@H](C)[C@@H](CN(C)C(=O)CC1CC1)O2	2	3	0.6	.	5	-2	2[16.7 µM]
29	COc1ccc(-c2nnc(N(C)C(=O)c3cccnc3)s2)cc1	.	.	.	-138	-4	.	-7
30	CNC[C@@H]1Oc2c(N)cccc2C(=O)N([C@@H](C)CO)C[C@@H]1C	11	.	-0.9	-13	5	0	11[16.7 µM]
31	Cc1ccc2oc(C(=O)NC3CCS(=O)(=O)C3)cc(=O)c2c1 (configuration not stated)	7	1	-1.1	7	-2	.	-3
32	O=[N+]([O-])c1ccc(O)c(N=Cc2sc3ccccc3c2O)c1	.	-1	.	-2	1	-8	2
33	COc1ccc(NC(=O)c2cc3cc(C)ccc3n2C)c(OC)c1	.	-3	1.8	-9	-6	-32	-2
34	CC(C)C(C)NC(=O)COC(=O)C1CCN(S(=O)(=O)c2ccc3c(c2)OCCO3)CC1 (configuration not stated)	-6	0	-0.4	0	-2	2	.
35	CCOc1ccc(-n2c(SCC(N)=O)nc3sc4c(c3c2=O)CCN(C)C4)cc1	2	1	1.4	10	-3	1	-10
36	CCOC(=O)c1ccc(NC(=O)C(=O)NCc2ccncc2)cc1	-1	0	-3.8	.	.	4	.
37	CCNC(=O)C[C@@H]1CC[C@@H](NC(=O)C2CC2)[C@@H](CO)O1	7	-2	-0.8	-15	-18	5	-1[16.7 µM]
38	Fc1ccc(C(c2nnnn2Cc2ccccc2)N2CCSCC2)cc1 (configuration not stated)	-25	10	-1.4	.	.	9	.
39	CO[C@H]1CC[C@@H]2CCOc3c(C#N)cccc3C(=O)N(C)C[C@@H](c3ccccc3)CC(=O)N(C)C[C@@H]1O2	-9	5	-1.7	-14	1	-3	.
40	CC#CC(=O)N1CCCC(C(=O)c2ccc(SC)cc2)C1 (configuration not stated)	-10	-2	-0.1	6	4	6	-1
41	CC1(C(=O)NCc2cccs2)CCN1CCc1ccccc1 (configuration not stated)	10	6	-3.9	-21	-7	0	2
42	Cc1cnc(C)c(Nc2nc(C(N)Cc3ccc(C(F)(F)F)cc3)cs2)n1 (configuration not stated)	-36	1	0.3	9	-8	15	2
43	CCC(O)(CC)C(=O)N/N=C/c1cc(Br)cc(Br)c1O	-10	11	5.0	37	-14	8	-8
44	O=C(NCc1ccncc1)[C@@H]1CCCN1C(=O)[C@@H]1CCCN1C(=O)c1ccccc1Cl	20	?	0.3	10	2	1	.
45	N#C[C@H]1[C@H](c2ccc(-c3cccc(F)c3)cc2)[C@H](CO)N1C(=O)c1cccnc1	-6	?	0.7	-11	2	3	.
46	COc1ccc2c3c(n(C)c2c1)[C@H](CO)N(C(=O)CN1CCOCC1)CC31CCN(C)CC1	27	0	0.5	.	.	-3	.
47	O=C(Nc1ncccc1O)c1ccc(NS(=O)(=O)c2ccc3[nH]c(=O)[nH]c3c2)cc1	17	-8	1.1	-7	-5	14	3
48	COC(=O)CCC(=O)N1CCCC(C(=O)c2cc(F)ccc2F)C1 (configuration not stated)	5	-7	0.2	20	-6	15	5
49	O=C(COc1ccccc1Cl)N1CCCCCCC1	1	0	-1.5	-9	-2	-2	0
50	CN(C)CC(=O)N[C@@H]1CC[C@H](CCn2cc(CN(C)C)nn2)O[C@@H]1CO	10	-8	1.1	-20	.	-1	.

Next part.
#	compound	GSIS activator	DENV2 CPE	F508del corr	PAX8 reporter	FN deposition inh	EWS-Fli block	miR122 inh
51	COc1ccc(CN2C(=O)C(Cc3ccccc3)Nc3ncnc(N4CCOCC4)c32)cc1 (configuration not stated)	1	-5	2.3	-2	0	4	5&-5
52	CCOC(=O)c1cc2c(c(CSc3nc4ccccc4c(=O)n3Cc3ccco3)c1)OCOC2	.	-2	-1.8	.	.	15	11
53	CCOc1ccccc1N1CCN(C(=O)c2cc(S(=O)(=O)N3CCCCC3)ccc2C)CC1	-17	-6	4.3	21	2	4	.
54	CCOc1cc(/C=C2/SC(=S)N(CC3CCCO3)C2=O)ccc1O (configuration not stated)	13	0	-0.3	-13	0	7	.
55	O=C(CCC(=O)N1CCN(S(=O)(=O)c2ccccc2)CC1)c1ccc(Br)cc1	-30	8	1.2	0	5	8	0
56	C[C@H](CO)N1C[C@H](C)[C@H](CN(C)C(=O)Nc2cccc3ccccc23)Oc2ccc(NS(=O)(=O)c3ccc(Cl)cc3)cc2CC1=O	-17	1	-1.3	.	.	4	-5[16.7 µM]
57	COc1ccc(NC(=O)CC2S/C(=N\c3nccs3)N(C)C2=O)cc1 (configuration not stated)	-2	.	.	-21	2	.	.
58	COc1ccccc1NC(=O)c1cccc(S(=O)(=O)N2CCN(c3ccccc3)CC2)c1	-28	4	2.9	12	7	-5	.
59	O=C(C[C@@H]1CC[C@H](NC(=O)CC2CC2)[C@H](CO)O1)NCc1ccccc1	17	?	0.9	.	.	15	.
60	O=C(Oc1ccc(Br)cc1)c1cccc(S(=O)(=O)N2CCOCC2)c1	-11	-10	-2.3	-1	5	0	.
61	C[C@H]1CN([C@@H](C)CO)C(=O)Cc2cc(NS(=O)(=O)c3cccs3)ccc2O[C@@H]1CN(C)Cc1ccncc1	-14	9	-3.9	-10	.	-1	-4[16.7 µM]
62	Fc1c(F)c(F)c(CSc2nc3ccccc3[nH]2)c(F)c1F	.	.	.	-47	1	.	6
63	Cc1ccc2nc(N(CCCN(C)C)C(=O)c3ccc(S(=O)(=O)N4CCc5ccccc5C4)cc3)sc2c1	2	-9	-0.8	33	.	.	-14
64	Cc1ccc(OCC(=O)N/N=C/c2cc([N+](=O)[O-])ccc2N2CCCCC2)cc1	2	7	-1.9	2	-1	0	5

The order is random; any-hit rate near 3.9%.
